# OXTR agonist: agonists of human oxytocin receptor; P30559; CHO-OTR cells, Fluo-8 calcium fluorescence; normalized: DMSO 0%, oxytocin 100%; activation, % at 3 µM; hit rate 0.32% among 320,000; AID 2435;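 active = activation above the mean of all tested compounds plus 3 SD, cutoff set per screening run, cut at about 20% in these data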;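 note: peak over basal fluorescence ratio from a 100 s FLIPR kinetic read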
# Target sequence (P30559 whole entry, looked up): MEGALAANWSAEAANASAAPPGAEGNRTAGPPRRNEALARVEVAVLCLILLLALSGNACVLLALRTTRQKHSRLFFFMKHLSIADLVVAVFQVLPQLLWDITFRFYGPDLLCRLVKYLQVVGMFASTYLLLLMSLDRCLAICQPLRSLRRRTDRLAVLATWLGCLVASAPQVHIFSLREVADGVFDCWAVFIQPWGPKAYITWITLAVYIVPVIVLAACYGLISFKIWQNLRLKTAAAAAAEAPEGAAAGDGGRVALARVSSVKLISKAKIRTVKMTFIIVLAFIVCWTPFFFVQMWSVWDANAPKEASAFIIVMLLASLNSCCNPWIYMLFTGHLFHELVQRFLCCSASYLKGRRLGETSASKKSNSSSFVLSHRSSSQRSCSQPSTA
# MEKK2wt PB1 HTS: raises or lowers MEK5 binding to wildtype human MEKK2 PB1 domain; Q9Y2U5; bead flow cytometry, Alexa488-MEK5 binding to MEKK2 WT; actives lie on both sides; binding response (% of control), % at 10 µM; hit rate 1.1% among 290,000; AID 1531; in the data active = binding response below about 67% or above about 130%
# V1R ag counter: V1a receptor agonism, counter-screen for OXTR agonists; P37288; CHO-V1R cells, Fluo-8 calcium fluorescence, agonist mode; 0% DMSO, 100% 3 nM vasopressin; activation, % at 3 µM; hit rate 0.25% among 320,000; AID 2797;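 active = activation above the mean activation of all tested compounds plus 3 SD, per screening run, cut at about 20% in these data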;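 note: signal is peak over basal fluorescence ratio across a 100 second FLIPR read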
# Target sequence (P37288 whole entry, looked up): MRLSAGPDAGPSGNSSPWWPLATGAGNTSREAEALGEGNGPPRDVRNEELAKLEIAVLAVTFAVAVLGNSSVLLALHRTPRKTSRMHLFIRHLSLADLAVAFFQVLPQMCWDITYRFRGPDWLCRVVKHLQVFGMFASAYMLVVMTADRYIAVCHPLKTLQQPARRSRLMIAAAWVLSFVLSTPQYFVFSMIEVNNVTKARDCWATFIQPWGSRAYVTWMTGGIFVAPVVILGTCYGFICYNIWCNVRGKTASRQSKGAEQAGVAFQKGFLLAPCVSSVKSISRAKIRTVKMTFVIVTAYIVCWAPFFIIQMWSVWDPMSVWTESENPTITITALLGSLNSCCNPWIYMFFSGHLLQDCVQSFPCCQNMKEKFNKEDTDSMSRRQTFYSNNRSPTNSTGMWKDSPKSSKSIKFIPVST
# NALP1 yeast inh: NALP1 inhibition | S. cerevisiae NALP1/ASC/caspase-1 growth, X-gal OD620, 72 h | inhibition, % at 10 µM | AID 2071 | hit rate 0.61% among 280,000; in the data active = inhibition mostly above about 24%, no sharp cut-off; inactive = mostly below about 32%; note: some compounds called inactive have numbers as strong as hits
# M18AAP inhibitor: blocks P. falciparum M18 aspartyl aminopeptidase; hit rate 1.2% among 290,000; AID 1822; recombinant PfM18AAP, H-Glu-NHMec fluorogenic cleavage; inhibition, % at 7.35 µM;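 active = inhibition above the campaign mean inhibition over all tested compounds plus 3 SD, cut at about 28% in these data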;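 note: 0% = plate median of test compound wells and 100% = 2 mM ZnCl2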
# MEKK2mut PB1 HTS: signal of MEK5 binding to mutant human MEKK2 PB1 domain | AID 1530 | percent response, % at 10 µM | bead flow cytometry, Alexa488-MEK5 binding to MEKK2 mutant | hit rate 0.35% among 290,000; in the data active = percent response above about 24%, passing the limit was not always enough; note: inactives centre near 1; some results filed as inactive read as strong as hits
# GalR3 antagonist: human GalR3 antagonism. O60755. HEK293 GalR3-CNG cAMP membrane potential fluorescence; galR3 body fused to GalR1 C-terminus. inhibition, % at 3 µM. hit rate 0.44% among 360,000. AID 651719;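 active = inhibition above the screen-wide average plus 3 SD, cut at about 13% in these data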;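 note: forskolin and galanin both at EC90 stimulate the cells; cAMP rise reported by CNG channel membrane potential dye signal; 0% = forskolin plus galanin with DMSO and 100% = forskolin alone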
# Target sequence (O60755 1-299 limits assumed): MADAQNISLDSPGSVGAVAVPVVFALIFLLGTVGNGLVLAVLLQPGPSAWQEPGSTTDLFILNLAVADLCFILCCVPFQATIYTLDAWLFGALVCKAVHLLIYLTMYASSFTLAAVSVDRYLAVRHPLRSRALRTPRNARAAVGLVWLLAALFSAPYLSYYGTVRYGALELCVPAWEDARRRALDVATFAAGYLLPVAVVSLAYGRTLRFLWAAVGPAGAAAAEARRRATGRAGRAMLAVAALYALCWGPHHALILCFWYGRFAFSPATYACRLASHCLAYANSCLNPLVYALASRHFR
# GPR7 antagonist: human neuropeptides B/W receptor 1 antagonism; P48145; hit rate 1.1% among 290,000; AID 1861; inhibition, % at 4.4 µM; GPR7-expressing cells, fluorescence antagonist assay; in the data active = inhibition above about 16%, passing the limit was not always enough;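 note: cells stimulated with the agonist NPW; 0% = agonist with vehicle and 100% = vehicle without agonist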
# OXTR potentiator: potentiators of human oxytocin receptor; P30559; CHO-OTR cells, Fluo-8 calcium fluorescence, potentiator mode; 0% = oxytocin EC15, 100% = EC100; activation, % at 3 µM; hit rate 0.061% among 320,000; AID 2445;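 active = activation above that plate's cutoff, the mean activation of tested compounds plus 3 SD, cut at about 6.6% in these data, passing the limit was not always enough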;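 note: 100% uses oxytocin at 75 nM as the full agonist control; some results filed as inactive read as strong as hits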
#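 Dosing: Single dose, 3.0 µM nominal final compound concentration | Material: Human OTR in CHO cells | Technique: Kinetic Fluo-8 calcium fluorescence | Benchmarks: EC15 oxytocin alone as 0%, 75 nM oxytocin as 100% | Probe or stimulus: Oxytocin at about EC15, sub-maximal agonist stimulus | Incubation: Compound 6 min at room temperature before oxytocin, 100 s read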
# Numbers without * were called inactive; nt = not tested or not shown; [ ] = remark or other dose.
SMILES,OXTR agonist,MEKK2wt PB1 HTS,V1R ag counter,NALP1 yeast inh,M18AAP inhibitor,MEKK2mut PB1 HTS,GalR3 antagonist,GPR7 antagonist,OXTR potentiator
Cc1cc(C)n(-c2nc3c(c(=O)[nH]c(=O)n3C)n2CCc2ccccc2)n1,-0.9,104,2.3,12,5,17,-4,-13,-3
COc1ccc(Cc2nc(C(=O)NCc3ccccc3OC)cs2)cc1,0.6,96,-1.4,0,8,-8,-5,0,-4
Cc1ccccc1OCc1nc(-c2ccc(NC(=O)c3ccco3)cc2)no1,1.9,106,0.9,-74,-7,2,-3,-11,-15
CC(C)(C)CC(C)(C)NC(=O)Nc1cccc([N+](=O)[O-])c1,7.7,96,3.0,1,-7,-3,-2,5,-12
COC(=O)c1c(C(=O)OC)c(C)n(Cc2ccco2)c1C,0.8,105,0.8,-3,-6,4,-3,-4,-3
CCO[C@H]1OC(C(=O)NC2CC2)=C[C@@H](c2c[nH]c3ccccc23)[C@@H]1CCCO,-0.8,87,0.0,4,nt,5,-6,nt,-4
O=C(N1CCOCC1)n1nnc2ccccc21,0.4,nt,-0.1,-21,6,nt,-6,-1,5
COc1ccc(C23NCCN2C(=O)c2ccccc23)cc1 (stereo unspecified),1.7,104,-0.1,0,5,2,-10,5,1
Cc1ccc(C(=O)Cc2ccccc2)o1,-0.5,nt,-0.3,nt,nt,nt,-3,nt,0
CCOc1ccc(N2C(=O)CS/C2=C(\C(Cl)=C(Cl)Cl)[N+](=O)[O-])cc1,-0.3,93,-0.3,0,-4,0,nt,5,-3
C=C(C)C(O)CC/C(C)=C/Cc1c(O)ccc(C(=O)/C=C/c2ccc(O)cc2)c1O (stereo unspecified),4.3,nt,1.9,nt,nt,nt,-9,nt,-10
CC(C)(C)C(=O)Nc1cc(S(=O)(=O)Nc2ccc(Cl)cc2)ccc1O,-0.4,103,-0.6,3,6,8,-9,-9,-9
O=[N+]([O-])c1cccc(Cl)c1NCCNS(=O)(=O)c1ccccc1,1.1,105,1.7,7,1,8,-1,0,-4
CCOC(=O)Cc1csc(NC(=O)CSc2nnnn2-c2ccc(CC)cc2)n1,9.9,101,5.8,-3,2,4,1,-8,-8
CCn1cc(C(=O)NC(C)CCc2ccccc2)c(=O)c2cc(S(=O)(=O)N(C)C)ccc21 (stereo unspecified),0.0,105,5.2,7,0,3,-8,-6,-12
CCn1c(SCc2ccccc2)nnc1-c1cccs1,-1.0,102,1.5,-77,-8,0,-6,-6,-12
Cn1c(=O)oc2cc(S(=O)(=O)Nc3ccc(O)cc3)ccc21,nt,104,nt,11,-4,0,-1,-7,nt
CC(C)(C)c1ccc(NC(=O)Cn2cnc3cc([N+](=O)[O-])ccc3c2=O)cc1,-0.7,88,0.3,4,-1,-7,0,-20,-12
O=C(Cc1n[nH]c(=O)c2ccccc12)OCC(=O)c1ccccc1Cl,1.1,nt,0.2,nt,nt,nt,0,nt,-4
COc1ccccc1S(=O)(=O)c1c(C)cc(C)[nH]c1=O,0.0,98,-0.3,-3,0,4,-13,-13,-10
CN(C(=O)c1cc([N+](=O)[O-])ccc1N1CCCC1)C1CCCCC1,-2.3,104,-1.1,-9,10,11,-5,34*,-3
CCN1CCN(C(=O)CCc2nc3ccccc3c(=O)[nH]2)CC1,1.6,109,2.7,13,6,6,-5,-2,-6
O=C(CNC(=O)c1ccco1)OCC(=O)c1ccc(Cl)cc1,-0.8,99,0.4,-9,-12,4,-5,1,-6
S=C(Nc1ccccc1)N1CCN(Cc2ccccc2)CC1,2.1,84,0.4,nt,2,-22,-5,-2,5
COc1ccc(/C=C/C(=O)OCC(=O)NCC2CCCO2)cc1 (stereo unspecified),-0.7,114,1.7,21,2,0,-2,1,-10
C#CCNC(=O)c1cc2sccc2n1C,-0.3,105,0.1,-9,-12,-50,-7,2,-2
CN1C(=O)C(O)(c2sc(N)nc2-c2ccccc2)c2ccccc21 (stereo unspecified),-0.8,98,0.9,5,-1,1,7,-5,-13
COC(=O)Cc1c(O)ccn(CCc2c[nH]c3ccc(OC)cc23)c1=O,0.4,105,-0.1,2,-4,5,-1,-13,-12
CCOC(=O)C(NCc1ccccc1)(NC(=O)c1ccccc1)C(F)(F)F (stereo unspecified),-1.1,111,-0.5,20,1,14,-5,1,1
COc1ccc(CCNC(=O)C2CC(=O)N(C3CCCCC3)C2)cc1OC (stereo unspecified),-0.1,103,1.0,-6,2,2,3,-20,-1
CCOc1ccc(C(=O)Nc2ccc(N3CCN(S(C)(=O)=O)CC3)cc2)cc1[N+](=O)[O-],0.5,93,-0.1,10,1,-6,-7,-2,-8
COc1ccc(CNS(=O)(=O)c2ccccc2Br)cc1,-0.9,105,-0.2,-10,nt,0,nt,nt,3
CC#CC(=O)N1CCC(Oc2cccc(C(=O)NCc3ccccn3)c2)CC1,-0.8,101,1.1,14,-2,2,-1,-8,-7
O=C(O)CC1S/C(=N\N=C2\C(=O)Nc3ccccc32)N(c2ccc(O)cc2)C1=O (stereo unspecified),0.1,93,0.4,-1,9,-3,-12,-4,-8
CN(C)c1cc[n+](CC(=O)N2CCCc3ccccc32)cc1,0.5,96,1.2,5,-10,-6,-7,-5,6
CCc1cccc(NC(=O)c2ccc(Cn3nc(C)cc3C)o2)c1,0.5,103,0.6,38,-17,-2,-3,4,1
S=C(Nc1ccccc1)Nc1ccccc1Br,0.0,98,-0.3,-1,1,-2,5,-6,-3
CC1CCN(Cc2nnnn2CCCC(=O)NCC(C)(C)N2CCOCC2)CC1,-0.2,98,0.8,-11,-3,1,-9,-15,-1
Cc1cnc(C(=O)NCc2ccc(F)cc2)cn1,0.0,98,0.0,-1,8,8,-6,-6,-1
Cc1nc(SCc2nc3ccccc3[nH]2)c2oc3cc(Br)ccc3c2n1,-0.1,nt,0.3,nt,nt,nt,1,nt,-9
O=C(COC(=O)CCc1nc2ccccc2c(=O)[nH]1)Nc1ccc(OC(F)(F)F)cc1,-0.7,nt,-0.4,nt,nt,nt,-4,nt,0
C[C@H]([C@@H](N)C(=O)N[C@@H](C(=O)O)[C@@H]1O[C@H](n2ccc(=O)[nH]c2=O)[C@@H](O)[C@H]1O)[C@@H](O)c1ccc(O)cn1,-0.5,103,-0.2,16,-3,3,nt,-13,-13
NC(=Nc1ccc(N)cc1)C(N)=Nc1ccc(N)cc1,-0.2,94,-0.1,6,16,9,-9,-1,-5
Cc1cccc(C(=O)N/N=C2/SCC(=O)N2Cc2ccccc2)c1,0.7,103,0.0,10,5,-4,4,-7,2
COC(=O)c1ccc(N/C(C)=C/C(=O)c2ccc(C)o2)cc1,0.8,104,0.9,-6,-3,12,-9,-5,5
Cc1[nH]c(=S)[nH]c(=O)c1Cc1ccc(OCC(C)C)cc1,-0.1,94,1.1,6,0,-1,-4,8,-12
O=C(Nc1ccccc1Oc1ccccc1)c1ccccc1F,-2.5,105,0.3,-8,-2,-1,-3,-12,1
COc1ccc(-c2nnc(SCC(=O)NNC(=O)Cc3ccccc3)n2C)cc1OC,1.4,104,1.1,3,4,4,0,-10,-1
CC1CN(S(=O)(=O)c2ccccc2)C(C)CN1S(=O)(=O)c1ccccc1 (stereo unspecified),nt,100,nt,2,-6,8,-2,-9,nt
Cc1cc2c(cc1C)NC1(C(=O)Nc3ccccc31)C1=C(CC(C)(C)CC1=O)N2 (stereo unspecified),-0.8,94,-1.0,14,0,-4,-2,-11,3
Cc1cc(C)nc(N2CCC(C(=O)NCc3ccccc3F)CC2)n1,0.0,93,0.5,6,2,-5,-1,-11,-16
CCc1noc(C)c1C(=O)N1CCC(CCC(=O)Nc2cccc(OC)c2)CC1,-0.3,99,0.3,8,0,-4,0,-2,-3
C#CCOCCOCCOCCNc1nc(N2CCN(C(=O)[C@H]([C@@H](C)CC)n3cc([C@@H](N)CC(C)C)nn3)CC2)nc(N2CCN(C(=O)[C@H](CCCCN)n3cc([C@@H](N)C(C)CC)nn3)CC2)n1 (stereo partly specified),-1.4,146*,0.2,12,0,33,nt,-16,-5
O=C(Nc1cccc(-c2ccc(N3CCOCC3)nn2)c1)c1ccc([N+](=O)[O-])cc1,-1.7,nt,0.2,nt,nt,nt,2,nt,-3
CC(=O)c1cnc2c(-c3cccc(Br)c3)cnn2c1C,-2.1,104,-0.7,36,0,-1,-2,-9,-5
O=C(O)c1cccc(Nc2ccnc(Nc3cccc(C(=O)O)c3)n2)c1,2.5,108,0.0,10,2,10,-9,-18,-8
Cc1ccc(OCCN2C(=O)c3ccccc3C2=O)c(C)c1,-2.2,96,-0.6,36,-13,-6,-4,7,-1
CCCCOc1ccc(CSc2n[nH]c(C)n2)cc1,3.2,94,0.5,28,8,-3,-7,-9,-7
COC(=O)c1sccc1NC(=O)C1CC=CCC1C(=O)O (stereo unspecified),-0.8,92,0.4,11,1,-3,-3,12,-7
CCCC(=O)Nc1ccccc1-c1nnn(CC(=O)Nc2ccc(OC)cc2)n1,-0.7,99,0.9,5,0,2,-1,-11,-4

# Further entries follow.
SMILES,OXTR agonist,MEKK2wt PB1 HTS,V1R ag counter,NALP1 yeast inh,M18AAP inhibitor,MEKK2mut PB1 HTS,GalR3 antagonist,GPR7 antagonist,OXTR potentiator
CCn1c2ccccc2c2nn(C)c(=N)nc21,0.5,111,0.2,19,4,5,-4,-10,-2
CC(NC(=O)Cc1ccsc1)c1ccc(S(N)(=O)=O)cc1 (stereo unspecified),-0.6,107,-0.9,10,2,4,-2,-4,-4
CCOC(=O)c1ccccc1NS(=O)(=O)c1ccc(OCC)cc1,2.1,104,0.9,30*,-6,6,-10,6,-7
Cc1nc2nc(-c3ccco3)nn2c(C)c1Cl,0.3,111,0.5,9,8,10,-1,-14,-6
COc1cn(-c2ccccc2)nc1C(=O)NCc1ccccc1,-1.4,105,0.0,14,-2,1,-8,-12,3
O=C(CN1C(=O)c2cccnc2Oc2ccc(Cl)cc21)Nc1ccc(F)cc1,-0.4,50*[inhibitor],0.1,11,-4,-1,-2,2,0
CCC1CCCN1Cn1cnc2c([nH]c3ccc(Cl)cc32)c1=O (stereo unspecified),3.2,97,3.0,34,0,0,-7,-4,0
COc1ccccc1CCC(=O)Nc1cccc(S(=O)(=O)N2CCOCC2)c1,-1.0,95,0.1,6,3,-5,0,-10,-2
COc1ccc(C(=O)OCC(=O)NC(=O)Nc2ccccc2F)c(OC)c1,2.4,nt,1.1,nt,nt,nt,-2,nt,0
Nc1ccc(Nc2ccncc2[N+](=O)[O-])cc1,0.9,104,0.8,21,-8,1,0,-4,2
O=C(NCc1ccc2c(c1)OCO2)C1CCN(S(=O)(=O)c2cccs2)CC1,-0.6,93,0.6,12,-6,-2,-3,-5,-10
OC(CNCc1cccs1)c1ccccc1 (stereo unspecified),0.7,105,-0.1,-41,-6,4,nt,3,-11
CC(C)C(=O)Nc1ccc(C(=O)NNC(=S)NC(=O)c2ccccc2[N+](=O)[O-])cc1,0.6,104,1.2,-20,10,0,-6,0,-2

# Quoted from the results shown for reference:
SMILES,OXTR agonist,MEKK2wt PB1 HTS,V1R ag counter,NALP1 yeast inh,M18AAP inhibitor,MEKK2mut PB1 HTS,GalR3 antagonist,GPR7 antagonist,OXTR potentiator
CCn1c2ccccc2c2nn(C)c(=N)nc21,0.5,111,0.2,19,4,5,-4,-10,-2
CC(NC(=O)Cc1ccsc1)c1ccc(S(N)(=O)=O)cc1 (stereo unspecified),-0.6,107,-0.9,10,2,4,-2,-4,-4
